Screening data deposited in PubChem BioAssay by several laboratories.
MDM2 E3 inh: MDM2-luciferase reporter signal enhancers, primary screen, MDM2 E3 ligase inhibitor project, cell-based, luminescence, 1536-well; E3 ubiquitin-protein ligase Mdm2 (Homo sapiens), Q00987; cell-based MDM2 ubiquitination luciferase reporter, 2 h; 0 = plate control, 100 = twice control, blank-subtracted; signal enhancement, % at 5 µM; 0.11% of 210,000 active;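 active means signal enhancement of 30% or more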;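 further: luminescence tracks abundance of the self-degrading MDM2-luciferase fusion protein; higher signal means inhibition of MDM2 E3 ligase activity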
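Assay system: mammalian cells stably expressing self-ubiquitinating, self-degrading MDM2 E3–luciferase fusion. Quantity: 2000 cells in each well. Medium: DMEM culture medium. Compound dosing: single-point 5 µM. Timing: cell settling 4 h, compound treatment 2 h, both 37 °C. Technique: luciferase luminescence. Read-out basis: percent signal gain over controls, blank-subtracted. Benchmarks: plate controls and plate blanks.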
Rad51 HR inh: human RAD51 strand exchange inhibitors, primary screen, biochemical, fluorescence; AID 1385, 2008; DNA repair protein RAD51 homolog 1 (Homo sapiens), Q06609; inhibition, % at 10 µM; 0.085% of 200,000 active; hRad51 DNA strand exchange, fluorescence dequenching;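 active means inhibition above 40% at the single screening dose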;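 further: 0% = DMSO control wells and 100% = blanks with heterologous ssDNA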
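System: human Rad51 nucleoprotein filaments preassembled on unlabelled ssDNA. Reagent: labelled 47-mer dsDNA for strand exchange. Schedule: 30-min compound preincubation and 15-min exchange, both room temperature. Measured by: FRET fluorescence dequenching, excitation 485 nm, emission 520 nm. Read-out: Fluorescence-based percent inhibition, control- and blank-normalised. Benchmarks: plate controls and plate blanks.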
eIF4E 4G PPI: eIF4E–eIF4G protein interaction inhibitors, primary screen, biochemical, uHTS, TR-FRET, eIF4GI fragment; Eukaryotic translation initiation factor 4E (Mus musculus) + Eukaryotic translation …; inhibition, % at 21.7 µM; TR-FRET eIF4E-eIF4GI(517-606) binding, 2 h; 0.37% of 220,000 active; AID 782, 2007;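 active means inhibition above about 30%, limit read from the data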;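 further: 0% = full FRET control wells and 100% = background wells lacking eIF4GI fragment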
14-3-3 Bad PPI: inhibitors of 14-3-3 zeta/Bad binding, primary screen, biochemical, TR-FRET, bovine 14-3-3 zeta; 14-3-3 protein zeta/delta (Bos taurus), P63103; TR-FRET 14-3-3zeta/Dy647-pBad peptide displacement, 1 h; inhibition, % at 21.7 µM; 0.71% of 220,000 active; AID 781, 2007;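 active means inhibition above about 70%, limit read from the data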;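 further: 0% = full 14-3-3 plus peptide FRET controls and 100% = background without 14-3-3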
Target sequence (P63103 whole entry, looked up): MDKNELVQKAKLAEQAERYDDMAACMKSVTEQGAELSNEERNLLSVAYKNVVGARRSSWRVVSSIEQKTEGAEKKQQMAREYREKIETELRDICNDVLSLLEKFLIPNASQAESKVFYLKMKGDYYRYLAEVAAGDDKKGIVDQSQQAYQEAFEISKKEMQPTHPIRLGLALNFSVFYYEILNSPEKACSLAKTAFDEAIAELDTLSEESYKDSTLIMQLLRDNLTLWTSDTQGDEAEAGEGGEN
Wee1 degr inh: Wee1 degradation inhibitors, primary screen, cell-based, HeLa, Wee1K328M-luciferase, luminescence; HeLa Luc-Wee1K328M stability; 100% = proteasome inhibitor MG132 effect; Wee1-like protein kinase (Homo sapiens), P30291; reporter increase, % at 5 µM; 1.2% of 220,000 active; AID 1321, 2008;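 active means activation above the mean of all tested compounds plus 3 SD, set per screening run, cut at about 8.8% in these data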;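 further: cells exposed to compound for 20 h before luminescence read; 0% = DMSO alone and 100% = MG132 at 30 µM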
hK5 inh: human KLK5 protease inhibitors, primary screen, biochemical, 1536-well | Kallikrein-5 (Homo sapiens), Q9Y337 | recombinant hK5, fluorogenic AMC substrate cleavage | inhibition, % at 5 µM | 0.59% of 210,000 active | AID 873, 2007;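 active means inhibition of 40% or more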;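 further: 0% = enzyme controls without compound and 100% = no-enzyme blanks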
FXIIa inh 1536: human FXIIa protease inhibitors, primary screen, biochemical, 1536-well; inhibition, % at 5 µM; 0.3% of 220,000 active; purified FXIIa, Boc-QGR-AMC fluorogenic substrate, 2 h; Coagulation factor XII (Homo sapiens), P00748; AID 800, 2007; in the data active means inhibition above about 40%;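 further: 0% = enzyme with no compound and 100% = blank without enzyme; many of its hits are not listed in these tables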
p97 ATPase inh: inhibitors of human p97 ATPase, primary screen, biochemical; Transitional endoplasmic reticulum ATPase (Homo sapiens), P55072; inhibition, % at 8 µM; AID 1481, 2009; recombinant p97 ATPase, Kinase-Glo ATP luminescence, 3 h; 0.42% of 220,000 active; in the data active means inhibition above about 15%;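 further: 0% = DMSO vehicle and 100% = wells lacking enzyme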
Target sequence (P55072 whole entry, looked up): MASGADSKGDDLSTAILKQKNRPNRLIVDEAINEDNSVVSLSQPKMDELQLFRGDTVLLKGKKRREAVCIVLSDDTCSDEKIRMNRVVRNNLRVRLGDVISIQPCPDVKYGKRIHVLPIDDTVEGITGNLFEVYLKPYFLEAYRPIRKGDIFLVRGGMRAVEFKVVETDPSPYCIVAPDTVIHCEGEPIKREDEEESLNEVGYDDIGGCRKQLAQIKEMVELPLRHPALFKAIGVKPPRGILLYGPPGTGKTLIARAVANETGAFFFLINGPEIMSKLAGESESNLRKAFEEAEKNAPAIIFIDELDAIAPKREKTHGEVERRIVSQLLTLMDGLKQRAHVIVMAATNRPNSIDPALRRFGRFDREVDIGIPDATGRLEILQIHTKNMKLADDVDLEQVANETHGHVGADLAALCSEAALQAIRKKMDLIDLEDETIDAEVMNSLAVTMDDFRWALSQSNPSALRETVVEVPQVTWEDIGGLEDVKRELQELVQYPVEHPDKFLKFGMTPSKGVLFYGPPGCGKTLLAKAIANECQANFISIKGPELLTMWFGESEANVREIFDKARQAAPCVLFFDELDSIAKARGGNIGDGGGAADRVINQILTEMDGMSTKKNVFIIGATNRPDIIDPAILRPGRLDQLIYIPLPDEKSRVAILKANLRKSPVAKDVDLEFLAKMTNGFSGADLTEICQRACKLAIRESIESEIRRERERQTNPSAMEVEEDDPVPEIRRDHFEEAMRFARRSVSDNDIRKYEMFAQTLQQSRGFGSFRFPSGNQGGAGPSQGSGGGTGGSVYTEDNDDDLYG
FXIa inh: human FXIa protease inhibitors, primary screen, biochemical, 1536-well; Coagulation factor XI (Homo sapiens), P03951; purified FXIa, Boc-Glu-Ala-Arg-AMC fluorogenic substrate; inhibition, % at 5 µM; 0.14% of 220,000 active; AID 798, 2007;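 active means inhibition of at least 40%; inactive means inhibition below 40%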;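 further: fluorescence of freed AMC excited at 355 nm; 0% = enzyme without compound and 100% = no enzyme blank; many of its hits are not listed in these tables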
Numbers without * were called inactive; · = not tested or not shown; [ ] = remark or other dose.

SMILES	MDM2 E3 inh	Rad51 HR inh	eIF4E 4G PPI	14-3-3 Bad PPI	Wee1 degr inh	hK5 inh	FXIIa inh 1536	p97 ATPase inh	FXIa inh
Cc1ccc(NC(=O)c2nc[nH]c2C(=O)N2CCOCC2)c(C(=O)c2ccccc2)c1	-3	-3	-3	-6	2	-3	5	1	-2
COc1ccc2[nH]c3c(=O)n4c(nc3c2c1)SCC4	-28	·	2	-5	2	·	2	3	-3
Nc1nnc(SCC(=O)OCc2ccc(Cl)c(Cl)c2)s1	-4	1	2	8	2	-4	11	2	4
O=c1cc(-c2ccccc2)[nH]c2cc(F)ccc12	·	6	11	7	3	-9	6	7	0
CCCCC(c1nnnn1CCOC)N1CCN(CC)CC1 (stereo not drawn)	·	0	8[fluorescence artefact?]	39[fluorescence artefact?]	0	-13	14	-8	7
CC(=O)N1CCN(C(=S)c2cccc([N+](=O)[O-])c2)CC1	·	·	3	-7	6	-11	3	-5	0
CCOC(=S)N/C(=N\S(C)(=O)=O)c1ccccc1	-16	17	2	-6	-1	1	11	2	5
Cc1ccc(C)c(OCCCC(=O)O)c1	-11	-1	4[fluorescence artefact?]	-7[fluorescence artefact?]	-1	-4	14	4	3
COc1ccc2cc(CCNC(=O)C(C)C)c(=O)[nH]c2c1	-4	0	5	12	-1	-2	13	-3	1
CN(C(=O)/C(N=Nc1cccc(C(F)(F)F)c1)=C(\O)C(F)(F)F)c1ccccc1	-1	-2	5	3	3	-20	0	3	-3
CC(C)N(C(=O)C1CC(=O)OC12CCCCC2)C(C)C (stereo not drawn)	-11	-5	-1[fluorescence artefact?]	4[fluorescence artefact?]	-3	3	2	-6	-3
CCOc1cc2[nH]c(=S)n(Cc3ccc(C(=O)NCC(OC)OC)cc3)c(=O)c2cc1OCC	-16	-12	0	3	3	6	-12	3	3
CC[C@@H](C)[C@H](NC(=O)OCc1ccccc1)c1nnc([C@@H](NC(=O)OCc2ccccc2)[C@@H](C)CC)o1	7	7	-4	-4	·	-2	3	·	-3
Cc1ccc(C(=O)CCNc2ccc(F)c(Cl)c2)o1	-27	-3	0	11	0	-25	17	-3	20
S=C(c1cn(Cc2ccccc2)c2ccccc12)N1CCOCC1	-14	·	3	-1	7	·	5	-3	-5
O=S(=O)(NC1CC1)c1ccc(S(=O)(=O)N2CCC3(CC2)OCCO3)cc1	0	7	0	1	-1	2	13	-5	1
Cc1nn(C(=O)c2ccco2)c(C)c1CN1C(=O)c2ccccc2C1=O	·	12	-44	51[fluorescence artefact?]	4	-3	13	3	-1
COc1c2c(nc3occc13)C(CC=C(C)C)(OC)C(O)CC2 (stereo not drawn)	0	-9	0	-2	-3	-11	9	1	3
COc1cc(C(Nc2ccc(S(=O)(=O)NCC3CCCO3)cc2)C(=O)NC(C)(C)C)cc(OC)c1OC (stereo not drawn)	-11	-4	-4	-2	1	1	11	2	2
Cc1ccnc(NC(=O)/C=C/c2cccs2)c1	-34	-5	8[fluorescence artefact?]	-1[fluorescence artefact?]	4	-2	5	-1	-2
Cn1cnc(C(F)(F)F)c1-c1ccc([N+](=O)[O-])cc1	0	-2	11[fluorescence artefact?]	-7	-1	-18	4	-1	-5
Cc1nc2cc3nc(C(F)(F)F)[nH]c3cc2[nH]1	6	-1	15	-7[fluorescence artefact?]	-1	-9	5	4	6
CC(C)N(Cc1nc(-c2ccccc2)no1)C(=O)CN(C)S(=O)(=O)c1ccc(Br)cc1	-19	-3	1	-3[fluorescence artefact?]	3	-8	6	-1	3
CCN(C(=O)CSc1nc2ccc([N+](=O)[O-])cc2s1)C1CCS(=O)(=O)C1 (stereo not drawn)	-15	-7	3	-2	-1	-2	2	5	0
COCc1nnc(NC(=O)CC(C)c2ccccc2)s1 (stereo not drawn)	8	-1	2	4	1	-2	-5	-4	4
CC(C)(C)NC(=O)C(c1ccccn1)N(C(=O)C1CSC(=O)C1)c1ccccc1F (stereo not drawn)	-11	22	0	-7	0	-10	4	5	-6
Cc1ccccc1CN1C[C@@H]2C[C@@H](c3cn(C)nc3-c3ccccc3)N3CCC[C@@]23C1=O	-5	-8	-1	-10	3	18	21	-4	22
CCC(=O)c1cc(F)ccc1OCC(=O)N1CCN(c2ccc(F)cc2)CC1	-14	2	8	2	0	2	3	3	1
CCC(C)NC(=O)CSc1ncccc1C(=O)O (stereo not drawn)	·	5	-28	47	-1	-32	9	-5	-5
CN(/C(=N/S(=O)(=O)c1ccccc1)c1ccccc1)S(=O)(=O)c1ccccc1	-6	·	3	0[fluorescence artefact?]	0	-13	16	1	11
CC(C)(C)c1ccc(C(=O)C=[N+]=[N-])cc1	-11	-10	2	4	3	-9	17	-7	2
CN=C1SC(CC(=O)NCCc2ccc(OC)c(OC)c2)C(=O)N1C (stereo not drawn)	-10	6	6	-8	1	-1	13	7	1
COC(=O)C(F)(Sc1c(C)n(C)n(-c2ccccc2)c1=O)C(F)(F)F (stereo not drawn)	-8	-2	-6	3[fluorescence artefact?]	-1	-8	-5	3	-2
CC(C)(C)CC(C)(C)N=C1NS(=O)(=O)c2cc([N+](=O)[O-])ccc21	-10	19	2	2	-3	-11	-1	-3	-6
Cc1nn(Cc2ccccc2)c(C)c1NC(=O)c1ccc([N+](=O)[O-])cc1[N+](=O)[O-]	8	-3	19	-6[fluorescence artefact?]	-4	-15	6	6	1
COc1ccc(CCNC(=O)CC2SC(=NCc3ccccc3)NC2=O)cc1 (stereo not drawn)	-31	0	-4	0	-2	-3	3	-3	-2
CCOc1ccc(Nc2cc(C)nc(N3CCOCC3)n2)cc1	3	-3	3	-2	-4	-1	19	4	3
Cc1cc(C)c2c(c1)OC(O)(C(F)F)CC2=O (stereo not drawn)	-15	-8	2	0	-2	-21	11	-4	0
O=C(CC1Nc2ccccc2NC1=O)NCCc1ccccc1 (stereo not drawn)	-47	-2	2	-12	-1	3	6	0	-3
COc1ccc(C2NS(=O)(=O)N=C2N)cc1 (stereo not drawn)	-11	21	1	-5	-4	-2	4	7	-2
Cc1cc(NC(=O)C(C)SCC(=O)O)no1 (stereo not drawn)	14	-2	-5	6	0	12	20	-5	2
N#Cc1ccc(/C=N/NC(=S)Nc2ccc(S(=O)(=O)N3CCOCC3)cc2)cc1	·	21	-12	-8	-2	-1	12	4	1
CCOC(=O)Cc1cc(-c2ccc(F)cc2)nc2ccc3ccccc3c12	-7	·	4	-25	4	-3	12	5	5
CCCCCn1nc(-c2ccccc2)c2nc3ccccc3nc21	-6	-120	6[fluorescence artefact?]	11[fluorescence artefact?]	1	9	6	6	-6
COCc1cc(C)n(CC(=O)Nc2cc(C)cc(C)c2)c(=O)c1C#N	-9	·	-1	-1	1	1	5	8	-1
Cc1ccc(S(=O)(=O)/N=C(/Nc2c(C)n(C)n(-c3ccccc3)c2=O)c2ccccc2)cc1	0	·	6[fluorescence artefact?]	9	0	0	9	-1	2
CCOC(=O)N1CCN(C(=O)CS(=O)(=O)c2cn(Cc3ccccc3Cl)c3ccccc23)CC1	-19	6	-7	8	1	1	17	8	4
S=C(NCCc1ccccc1)N1CCN(C23CC4CC(CC(C4)C2)C3)CC1	-15	·	-3	-4	1	·	15	-3	19
Cc1ccnc2nc(C(=O)Nc3nc(-c4ccccn4)cs3)nn12	0	-3	11	-17	-1	-7	·	0	0
COC(=O)c1c(-c2c(Cl)cccc2Cl)noc1NC(=O)N(C)C	-5	2	-3	-5	-2	-3	3	10	1
COc1ccc2c(c1)CCc1c(C(=O)Nc3ccc(OC)c(OC)c3)noc1-2	7	-2	-1	2	-1	1	4	5	3
CC(C)CCNC(=O)c1cccnc1Sc1ccccc1	-5	·	1	-3[fluorescence artefact?]	3	3	5	1	4
COc1ccc(NC(C)=O)cc1S(=O)(=O)N1CCc2ccccc21	-5	-9	2	-6	0	-2	3	1	-6
CCCn1nnnc1SCC(=O)c1ccc2c(c1)OCCO2	-21	-3	-9[fluorescence artefact?]	-2	3	-30	2	0	-4

Three compounds already listed, ordered by the number in 14-3-3 Bad PPI, falling.
SMILES	14-3-3 Bad PPI
Cc1cc(NC(=O)C(C)SCC(=O)O)no1 (stereo not drawn)	6
CCN(C(=O)CSc1nc2ccc([N+](=O)[O-])cc2s1)C1CCS(=O)(=O)C1 (stereo not drawn)	-2
CCOC(=S)N/C(=N\S(C)(=O)=O)c1ccccc1	-6

Structural class: the compounds so far containing an aryl methoxy group.
SMILES	MDM2 E3 inh	Rad51 HR inh	eIF4E 4G PPI	14-3-3 Bad PPI	Wee1 degr inh	hK5 inh	FXIIa inh 1536	p97 ATPase inh	FXIa inh
COc1ccc2[nH]c3c(=O)n4c(nc3c2c1)SCC4	-28	·	2	-5	2	·	2	3	-3
COc1ccc2cc(CCNC(=O)C(C)C)c(=O)[nH]c2c1	-4	0	5	12	-1	-2	13	-3	1
COc1c2c(nc3occc13)C(CC=C(C)C)(OC)C(O)CC2 (stereo not drawn)	0	-9	0	-2	-3	-11	9	1	3
COc1cc(C(Nc2ccc(S(=O)(=O)NCC3CCCO3)cc2)C(=O)NC(C)(C)C)cc(OC)c1OC (stereo not drawn)	-11	-4	-4	-2	1	1	11	2	2
CN=C1SC(CC(=O)NCCc2ccc(OC)c(OC)c2)C(=O)N1C (stereo not drawn)	-10	6	6	-8	1	-1	13	7	1
COc1ccc(CCNC(=O)CC2SC(=NCc3ccccc3)NC2=O)cc1 (stereo not drawn)	-31	0	-4	0	-2	-3	3	-3	-2
COc1ccc(C2NS(=O)(=O)N=C2N)cc1 (stereo not drawn)	-11	21	1	-5	-4	-2	4	7	-2
COc1ccc2c(c1)CCc1c(C(=O)Nc3ccc(OC)c(OC)c3)noc1-2	7	-2	-1	2	-1	1	4	5	3
COc1ccc(NC(C)=O)cc1S(=O)(=O)N1CCc2ccccc21	-5	-9	2	-6	0	-2	3	1	-6
